UPR CHOP act – activators of apoptotic arm of unfolded protein response (CHOP); activation, % at 10 µM; 0.34% of 330,000 active; CHO-CHOP luciferase reporter, UPR activation, luminescence; percent of tunicamycin response over DMSO baseline;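 active = at 10 µM dose, activation of 40% or more, normalized to positive control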;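 also: 100% = tunicamycin at 10 µg/mL and 0% = DMSO alone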
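measured by = luciferase luminescence | assay system = CHO-CHOP cells, stable luciferase reporter of PERK-eIF2a-CHOP signalling | amount = 500 reporter cells seeded per well | timing = 6 h compound exposure at 37 °C after overnight seeding | controls = positive tunicamycin 10 µg/mL, negative DMSO alone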
UPR XBP1 act – activators of adaptive arm of unfolded protein response (XBP1). CHO-XBP1 luciferase reporter, IRE1-XBP1 UPR activation, luminescence; percent of tunicamycin response, DMSO as zero. activation, % at 20 µM. 0.33% of 330,000 active;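 active = versus positive control, 20 µM dose yields 30% or more activation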;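 also: 100% = tunicamycin at 10 µg/mL and 0% = DMSO only wells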
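Material: CHO cell line with stable XBP1 luciferase reporter; buffer or medium: F12 medium containing 10% fetal bovine serum; compound: single point, 20 µM final compound, 1% DMSO; incubation: 6 h treatment, 37 °C; measured by: glow luminescence from Steady-Glo reagent; evaluation: activation, % of tunicamycin; control set: tunicamycin high, DMSO low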
APJ ag – agonists of human APJ apelin receptor; P35414; 0.11% of 330,000 active; activation, % at 20 µM; AID 2520; CHO-K1 APJ PathHunter beta-arrestin, luminescence; 0% DMSO wells, 100% apelin;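 active = activation more than six SD over the plate average, tested at 20 µM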;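 also: 0% = DMSO alone and 100% = apelin-13 at 10 nM; some results filed as inactive read as strong as hits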
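Test system – PathHunter CHO-K1 APJ (AGTRL-1) beta-arrestin reporter cells · Input – 1000 cells/well · Compound – single test compound dose, 20 µM final, 1% DMSO · Times – compound stimulation 90 min at 25 °C, detection 60 min · Technique – beta-gal luminescence · Read-out basis – APJ–arrestin association signal · Control set – negative DMSO alone, positive Apelin-13 at 10 nM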
tim23-1 inh – tim23-1 yeast growth inhibition; S. cerevisiae tim23-1 growth, BacTiter-Glo luminescence, 24 h; inhibition, % at 20 µM; AID 463212; 1.3% of 330,000 active;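 active = growth inhibition of the mutant yeast at or above 50%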;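 also: temperature-sensitive mutant grown at 25 °C; plate controls were DMSO-treated mutant yeast for no effect and medium wells lacking yeast for full effect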
tim10-1 inh – inhibits growth of tim10-1 mutant yeast. AID 463190. 2.2% of 330,000 active. inhibition, % at 20 µM. S. cerevisiae tim10-1 ts strain growth, BacTiter-Glo, 24 h;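 active = inhibition of at least 40%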;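 also: mutant grown at 25 °C; 0% = DMSO wells with yeast and 100% = wells holding no yeast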
APJ antag – blocks the human apelin receptor APJ; 0.32% of 330,000 active; P35414; AID 2521; inhibition, % at 20 µM; CHO-K1 APJ beta-arrestin complementation, luminescence;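 active = inhibition above about 40% at 20 µM, limit read from the data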;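 also: cells challenged with 10 nM apelin-13 agonist together with compound; plate controls were apelin-13 plus DMSO wells for no effect and DMSO wells lacking apelin-13 for full effect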
TIM10 inh – inhibits growth of TIM10 yeast strain. inhibition, % at 10 µM. S. cerevisiae TIM10 strain growth, BacTiter-Glo luminescence, 24 h. AID 463195. 1.4% of 330,000 active;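 active = inhibition of 40% or more at the single tested concentration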;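 also: wild-type TIM10 isogenic control strain grown at permissive 25 °C; 0% = DMSO yeast wells and 100% = minimal medium wells without yeast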
CXCR6 inh – blocks human CXCR6 beta-arrestin recruitment; inhibition, % at 20 µM; 0.36% of 360,000 active; O00574; CHO-K1 PathHunter CXCR6 beta-arrestin, luminescence; AID 602244; in the data active = inhibition above about 34%, passing the limit was not always enough;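 also: antagonist mode with CXCL16 agonist at 10 nM final; 0% = 10 nM CXCL16 with DMSO and 100% = unstimulated wells without agonist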
Mdm2 MdmX PPI – human Mdm2/MdmX binding inhibition; O15151+Q00987; SaOS-2 split-luciferase Mdm2/MdmX complementation, luminescence; inhibition, % at 8 µM; 3% of 330,000 active; AID 485346;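 active = inhibition of at least 50% at 8 µM in the primary screen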
Target sequence (O15151 whole entry, looked up): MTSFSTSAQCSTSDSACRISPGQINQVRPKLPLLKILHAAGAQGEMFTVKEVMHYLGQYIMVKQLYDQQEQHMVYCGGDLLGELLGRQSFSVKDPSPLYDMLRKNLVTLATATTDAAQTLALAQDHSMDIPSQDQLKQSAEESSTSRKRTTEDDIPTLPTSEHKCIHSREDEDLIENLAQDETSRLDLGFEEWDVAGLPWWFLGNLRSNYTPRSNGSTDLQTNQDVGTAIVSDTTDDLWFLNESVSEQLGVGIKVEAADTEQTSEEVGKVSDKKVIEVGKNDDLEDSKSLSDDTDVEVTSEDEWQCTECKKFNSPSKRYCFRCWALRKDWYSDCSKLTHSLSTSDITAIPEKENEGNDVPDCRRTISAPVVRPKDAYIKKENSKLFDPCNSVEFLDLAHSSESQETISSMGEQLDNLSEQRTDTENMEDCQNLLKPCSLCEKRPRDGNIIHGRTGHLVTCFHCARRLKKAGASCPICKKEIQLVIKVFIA
Target sequence (Q00987 whole entry, looked up): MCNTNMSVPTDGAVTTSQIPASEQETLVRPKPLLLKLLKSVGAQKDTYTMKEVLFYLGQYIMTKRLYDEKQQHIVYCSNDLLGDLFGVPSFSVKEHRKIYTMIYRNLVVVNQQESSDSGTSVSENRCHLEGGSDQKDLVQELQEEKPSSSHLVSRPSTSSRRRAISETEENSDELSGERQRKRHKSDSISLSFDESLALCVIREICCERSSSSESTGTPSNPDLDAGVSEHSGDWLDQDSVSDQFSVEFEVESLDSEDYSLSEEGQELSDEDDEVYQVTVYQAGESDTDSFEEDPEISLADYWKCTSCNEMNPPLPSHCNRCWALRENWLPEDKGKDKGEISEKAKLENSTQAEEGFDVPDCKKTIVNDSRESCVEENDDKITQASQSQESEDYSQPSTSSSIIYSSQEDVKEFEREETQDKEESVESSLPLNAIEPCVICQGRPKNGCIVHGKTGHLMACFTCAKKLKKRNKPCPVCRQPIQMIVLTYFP
* = called active by the depositor. These rows are one share of the data; the hit share may differ from the screen's.

SMILES	UPR CHOP act	UPR XBP1 act	APJ ag	tim23-1 inh	tim10-1 inh	APJ antag	TIM10 inh	CXCR6 inh	Mdm2 MdmX PPI
Cc1ccc(-c2nc3c(cnn3-c3ccccc3)c(=O)o2)cc1	2.5	-1	2	20	15	10	22	3	16
N#C/C(=C\c1ccc2c(c1)OCCO2)C(=O)NC1CCCCC1	2.6	-2	-2	31	23	-4	14	4	1
O=C(Nc1ccccc1N1CCCC1)c1cccnc1Cl	-1.2	-6	-3	7	-4	22	-1	-1	-5
Cc1noc(C(=O)Nc2c(C)nn(Cc3ccccc3)c2C)c1Cl	-1.4	-1	0	15	15	12	3	-6	19
CC(C)OC(=O)CSc1nnc(CNc2ccc(Cl)cc2)n1Cc1ccccc1	0.4	0	-1	13	34	-5	32	-10	-1
CC1CCN(CCCNC(=O)CN2C(=O)CSc3ccc(S(=O)(=O)N4CCCCC4)cc32)CC1	2.3	-1	-4	4	25	-1	-4	2	13
CCCC(=O)Nc1ccc(N2CCN(C(=O)c3ccccc3C)CC2)cc1	-3.3	-3	1	9	19	-14	19	6	15
Cc1onc(-c2c(F)cccc2Cl)c1C(=O)OCc1nnc(-c2ccccc2)o1	-1.9	5	2	24	7	11	-6	0	-12
CCCCNC(=O)NS(=O)(=O)c1ccc(C(=O)OC(C)C)o1	-1.0	-4	-3	10	13	1	4	-7	21
Cc1nc2cc(NCc3ccc(Cl)cc3)ccc2n1C	1.7	-3	-1	10	0	-31	15	-7	-138
Cc1ccc(Oc2c(C)nc(-c3ccccc3)[nH]c2=O)cc1	-1.4	2	2	10	7	22	17	0	10
COc1ccc(C(=O)C(/C=N/O)=N/Nc2ccc(F)cc2)cc1	0.2	-3	-1	22	25	18	-16	6	14
CC(=O)NCC(=O)OCC(=O)Nc1ccc(C(C)=O)cc1	0.5	-2	1	9	-1	-2	16	-2	-46
O=C(Nc1ccncc1)c1cncc(Br)c1	-1.6	0	-4	16	10	15	7	1	1
CCOC(=O)c1c(-c2ccc(OC)cc2)oc2ccc(OCC(N)=O)cc12	0.2	11	0	2	1	7	14	-1	5
Cn1c(=O)c2c(nc(NCCc3ccccc3)n2Cc2ccccc2)n(C)c1=O	-1.0	-3	-1	9	16	7	24	10	0
Cc1ccc(S(=O)(=O)NC(=NC2CCCCC2)c2ccc(F)cc2)cc1	3.5	2	1	0	-2	-11	-8	2	6
O=C(CNC(=O)c1ccccc1)OC1CCCCC1	1.8	0	-2	3	7	6	6	0	-54
Cc1ccc(C)c(N2CCN(C(=O)CCC(=O)N3CCOc4ccc(Cl)cc43)CC2)c1	-1.8	-3	-3	40	37	23	18	-2	42
CCCSc1nc(C)cc(C)c1S(C)(=O)=O	0.5	1	-1	-11	6	13	11	4	5
Cc1cccc(-c2cc(C(=O)Nc3ccc4c(c3)OCCO4)c3ccccc3n2)c1	2.5	-4	6	32	17	-24	15	3	27
Cc1ccccc1NC(=O)c1ccc(Nc2c([N+](=O)[O-])cc([N+](=O)[O-])c3ccccc23)cc1	-1.4	-2	-5	17	13	57*	18	42*	44
O=[N+]([O-])c1ccccc1S(=O)(=O)NC1CCCC1	-1.1	0	-1	0	5	-11	6	-8	11
c1ccc(Cn2nnc3c(N4CCc5ccccc5C4)ncnc32)cc1	3.8	3	0	43	35	12	9	10	28
Cc1ccc(CS(=O)Cc2ccc(C(=O)NCC(C)c3ccccc3)o2)cc1 (stereo not given)	0.4	-3	-3	8	16	-15	-11	-2	21
COc1cc(-c2c(C#N)c(=O)[nH]c3c2c(C)nn3-c2ccccc2)ccc1O	-0.7	3	-3	0	16	23	5	-6	-9
Cc1ccccc1NC(=O)CN1C(=O)COc2ccc(Cl)cc21	2.6	-1	-4	23	15	13	8	2	21
CC(C)C[C@H](NC(=O)c1nc[nH]c1C(=O)NC1CCN(C(=O)OC(C)(C)C)CC1)C(=O)OCc1ccccc1	4.5	0	6	23	17	0	27	1	43
COc1cc2cc(Oc3ccc4ccc(=O)oc4c3)c(=O)oc2cc1O[C@@H]1O[C@H](CO)[C@@H](O)[C@H](O)[C@H]1O	-0.6	0	-4	13	14	-6	2	-1	4
CCC(OC(=O)c1nsc(Cl)c1Cl)C(=O)NCC1CCCO1 (stereo not given)	1.9	0	-3	3	-6	7	6	-2	18
COc1ccc(C2c3[nH]c4ccccc4c3C[C@H]3C(=O)N(c4ccccc4C(=O)NCCN4CCOCC4)C(=O)N23)cc1 (stereo not given in full)	-1.9	-5	-2	-5	-1	-11	-4	-1	13
COC(=O)c1ccccc1NC(=S)N1CCC(N2CCCCC2)CC1	2.0	1	-6	-20	2	19	1	5	-17
C/C(=N\NC(=O)c1ccccc1)c1ccc(N2CCCCC2)cc1	2.6	3	-2	11	5	4	2	-4	-22
CCOc1ccc(CSC(=N)N)cc1[N+](=O)[O-]	-0.1	-2	-1	-19	8	-7	-3	1	-4
O=C(CN1CCOc2ccccc21)N1CCC(Cc2ccccc2)CC1	-1.2	-2	-4	12	24	-3	7	4	25
Clc1ccc2oc(-c3cccnc3NCc3ccccc3)nc2c1	0.5	-2	-3	20	23	2	1	0	1
Cc1c(OC(C)C(=O)NCCCN2CCOCC2)ccc2c3c(c(=O)oc12)CCC3 (stereo not given)	0.2	-5	-2	6	8	3	-1	9	23
Cc1cc(-c2ccc(Cl)cc2Cl)c(C#N)c(=O)[nH]1	-0.9	0	2	4	4	-31	-12	-2	-4
O=S(=O)(/N=C(/Nc1ccccc1)C(F)(F)F)c1ccccc1	2.8	-1	-2	10	10	5	-7	8	-1
O=C(Nc1cc(S(=O)(=O)N2CCCC2)ccc1OCC(F)(F)F)c1ccccc1F	2.7	0	-1	-15	5	0	5	10	3
CCOC(=O)C1=C(C)OC2(O)c3ccccc3C(=O)C12O (stereo not given)	1.9	-2	-6	4	0	-17	8	2	-9
COc1cc2c(cc1NC(=O)COC(=O)c1ccc(C(C)(C)C)cc1)oc1ccccc12	1.4	20	-3	-4	7	-4	-6	0	11
COc1ccc(N2C(=O)C3CCCN3C2=O)cc1 (stereo not given)	0.7	1	-2	-3	2	7	-2	-4	4
CC1=CC(=O)C(C(C)=Nc2ccccc2Cl)C(=O)O1 (stereo not given)	2.8	8	-3	17	0	-15	-8	-16	-6
O=C(CC(c1ccccc1O)N1CCCCC1)N1CCCCC1 (stereo not given)	-2.7	2	-5	1	-3	3	-1	8	6
CCCCCC(=O)c1c(C)[nH]c(C(=O)OCC)c1C	3.0	1	-3	28	9	-15	7	-1	-28
O=C1Nc2ccc(F)cc2C12Nc1ccccc1-c1nnc(SCc3ccccc3)nc1O2 (stereo not given)	-1.2	-2	-12	20	15	32	1	5	8
CCN(CCCNC(=O)C1CCC(=O)N1C1CCCC1)c1cccc(C)c1 (stereo not given)	0.8	-1	-5	4	0	-1	11	2	1
COc1ccccc1CN1CC(C(=O)N(C)CCc2nc3ccc(F)cc3[nH]2)CCC1=O (stereo not given)	0.1	-3	-2	9	13	-8	2	8	19
Cc1ccc(S(=O)(=O)NCC(c2ccco2)N2CCOCC2)cc1 (stereo not given)	1.8	-2	-3	8	14	8	4	-7	-20
CCOC(=O)c1cc(-c2ccccc2)sc1NC(=O)CSc1nncs1	0.2	-3	-1	2	-4	-7	-3	3	-2
CCN(CCNC(=O)C1CCCN(S(=O)(=O)c2cnc[nH]2)C1)c1ccccc1 (stereo not given)	6.1	-3	-3	4	4	-2	2	2	11
CN(CCO)c1cc(N2CCN(C(=O)c3ccco3)CC2)c2nonc2c1[N+](=O)[O-]	-0.3	2	-2	6	-13	1	-2	5	20
Cc1cc(=O)[nH]c(-c2ccccc2O)n1	1.4	-1	2	12	-9	-2	25	-2	0
CC(C)(C)OC(=O)n1cc(CCO)c2ccccc21	1.9	0	-1	26	-1	-11	1	-8	1
COc1cccc(C2Oc3ccccc3C3CC(c4cccs4)=NN32)c1 (stereo not given)	2.2	2	2	36	10	-10	6	-2	-20
Cc1ccccc1-n1c(=O)cc(N2CCc3ccccc3C2)[nH]c1=O	-0.6	3	-1	8	-12	4	16	0	12
Cc1nn(C)cc1CN(C)C(=O)c1cc(COc2ccc(F)cc2F)on1	0.7	0	0	10	15	10	-12	2	8
O=C(CSCCS(=O)(=O)c1ccc(Cl)cc1)Nc1ccccc1	1.7	1	0	24	13	-5	15	-8	-12
O=C(N/N=C\c1ccco1)Nc1cccc(Cl)c1	4.1	4	-2	9	-7	2	21	-7	-75

5 structures out of the list, arranged by count of non-hydrogen atoms, ascending.
SMILES	UPR CHOP act	UPR XBP1 act	APJ ag	tim23-1 inh	tim10-1 inh	APJ antag	TIM10 inh	CXCR6 inh	Mdm2 MdmX PPI
CC(C)(C)OC(=O)n1cc(CCO)c2ccccc21	1.9	0	-1	26	-1	-11	1	-8	1
Cc1ccccc1NC(=O)CN1C(=O)COc2ccc(Cl)cc21	2.6	-1	-4	23	15	13	8	2	21
CCCC(=O)Nc1ccc(N2CCN(C(=O)c3ccccc3C)CC2)cc1	-3.3	-3	1	9	19	-14	19	6	15
COc1cc(-c2c(C#N)c(=O)[nH]c3c2c(C)nn3-c2ccccc2)ccc1O	-0.7	3	-3	0	16	23	5	-6	-9
CC(C)C[C@H](NC(=O)c1nc[nH]c1C(=O)NC1CCN(C(=O)OC(C)(C)C)CC1)C(=O)OCc1ccccc1	4.5	0	6	23	17	0	27	1	43

The list continues.
SMILES	UPR CHOP act	UPR XBP1 act	APJ ag	tim23-1 inh	tim10-1 inh	APJ antag	TIM10 inh	CXCR6 inh	Mdm2 MdmX PPI
Cc1ccc(C2(c3noc(CN4C[C@@H](C)O[C@@H](C)C4)n3)CCCC2)cc1	-0.4	-3	-3	7	19	-22	10	-4	23
COc1ccccc1CNC(=O)Cn1c(=O)oc2cc(Cl)ccc21	0.3	-3	-2	-6	-6	2	-12	3	9
Cc1cccnc1NC(=O)CCNC(=O)c1ccccc1Cl	0.8	-3	-6	-13	-15	4	-4	-6	25
CC(C)Cc1nnc(NC(=O)c2cccc(S(=O)(=O)N3CCOCC3)c2)s1	-1.8	0	-3	19	5	-69	6	2	-20
CCN1CCN(CCC(=O)Nc2ccc(F)c(F)c2)CC1	1.7	-1	2	7	-8	-19	-5	-13	8
COc1cc(CN2CCNC(=O)C2CC(=O)N2CCCO2)cc(OC)c1 (stereo not given)	-0.3	-1	4	5	1	-24	-6	-5	18
COc1cc(NC(=O)C2CC3CCC2C3)c(OC)cc1Cl (stereo not given)	0.6	-6	-4	27	16	9	27	6	4
O=C1c2cnccc2CN1Cc1ccccc1	-0.3	0	-4	-2	1	0	4	-1	31
CCC(=O)Nc1ccc(S(=O)(=O)Nc2ncccn2)cc1	0.0	2	-2	-9	9	10	-16	0	20
CCN(CC)C(=O)c1nc[nH]c1C(=O)N1CCC(C)CC1	-0.1	-3	-1	-5	-6	-7	6	2	0
O=C(CSc1nnc(-c2ccccc2)n1-c1ccccc1)N1c2ccccc2Sc2ccccc21	3.2	-1	-2	3	12	-5	12	14	-1
O=c1c2cc(NC(=S)NCc3ccccn3)ccc2nc2n1CCCCC2	1.8	-1	-4	-3	1	-7	-6	3	-25

High-throughput results: PubChem, Sanford-Burnham Center for Chemical Genomics
